D1 agonist: activates the human D1 dopamine receptor | P21728 | HEK293 T-REx D1 cells, calcium flux, agonist mode | activation, % at 2 µM | hit rate 1% among 360,000 | AID 504660; in the data active = activation above about 30%; note: 0% is about no effect
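Inducible HEK293 T-REx D1 cells, force-coupled to calcium signalling, were plated at 4000 cells/well with tetracycline and held overnight at 30 C. After no-wash calcium dye loading, compound-evoked calcium rise over 180 s flagged agonists.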
Apoferritin bind: binds horse apoferritin like a general anesthetic | P02791 | apoferritin/1-aminoanthracene competitive binding, fluorescence | Potency, µM (top dose mostly 77.5 µM), without a hit: at the top dose activity change, negative = displacement, actives largely listed as inhibitors | hit rate 0.074% among 350,000 | AID 485281; note: potency is the fitted concentration of half-maximal effect; % is set by controls: 0 for no effect and ±100 for the full control effect; nearly all actives have a fitted effect of over 20% in size
Target sequence (P02791 2-175 limits assumed): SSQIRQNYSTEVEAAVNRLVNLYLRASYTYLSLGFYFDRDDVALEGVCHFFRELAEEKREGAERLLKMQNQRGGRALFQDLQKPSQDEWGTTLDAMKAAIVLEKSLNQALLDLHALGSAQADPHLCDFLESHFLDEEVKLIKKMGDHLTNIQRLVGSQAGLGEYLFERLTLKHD
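Apoferritin-based anesthetic binding model; compound displacement of fluorescent 1-AMA measured as endpoint fluorescence after 10 minutes at room temperature, scaled to free-ligand and complex controls.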
D1 PAM: potentiators of human D1 dopamine receptor. hit rate 0.036% among 360,000. potentiation, % at 10 µM. HEK293 TREx D1 cells, calcium flux, dopamine EC20 potentiation. AID 504651. P21728; in the data active = potentiation above about 30%; note: 0% is about no effect
D2 PAM: positive allosteric modulators of human D2 dopamine receptor. potentiation, % at 10 µM. HEK293 T-REx D2, calcium flux, EC20 dopamine potentiation. hit rate 0.34% among 340,000. P14416. AID 485347;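 active = potentiation over 3 SD above the plate norm, cut at about 30% in these data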; note: 0% is about no effect
Target sequence (P14416 whole entry, looked up): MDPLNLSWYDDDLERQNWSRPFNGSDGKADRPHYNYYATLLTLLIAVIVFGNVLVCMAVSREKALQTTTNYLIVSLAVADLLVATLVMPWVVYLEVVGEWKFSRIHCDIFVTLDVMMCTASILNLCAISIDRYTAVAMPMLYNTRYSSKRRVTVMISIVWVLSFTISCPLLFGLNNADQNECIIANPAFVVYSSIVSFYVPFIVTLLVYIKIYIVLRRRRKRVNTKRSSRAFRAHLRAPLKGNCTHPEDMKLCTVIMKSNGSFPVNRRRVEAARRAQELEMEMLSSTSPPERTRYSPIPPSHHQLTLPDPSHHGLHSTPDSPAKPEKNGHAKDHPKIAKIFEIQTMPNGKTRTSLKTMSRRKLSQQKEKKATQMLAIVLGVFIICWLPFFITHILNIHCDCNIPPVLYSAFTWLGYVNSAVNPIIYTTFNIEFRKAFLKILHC
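Tetracycline-induced HEK293 T-REx cells force-coupled to calcium signalling expressed D2; compounds were pin-added after a 10 s baseline, read kinetically 180 s, then an EC20 dopamine challenge followed with a further 180 s calcium read.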
TRHR ag: agonists of human TRH receptor; P34981; TRHR cells, calcium flux fluo-8, FDSS agonist mode; activation, % at 2 µM; hit rate 0.18% among 360,000; AID 493084; in the data active = activation above about 30%; note: 0% is about no effect
Target sequence (P34981 whole entry, looked up): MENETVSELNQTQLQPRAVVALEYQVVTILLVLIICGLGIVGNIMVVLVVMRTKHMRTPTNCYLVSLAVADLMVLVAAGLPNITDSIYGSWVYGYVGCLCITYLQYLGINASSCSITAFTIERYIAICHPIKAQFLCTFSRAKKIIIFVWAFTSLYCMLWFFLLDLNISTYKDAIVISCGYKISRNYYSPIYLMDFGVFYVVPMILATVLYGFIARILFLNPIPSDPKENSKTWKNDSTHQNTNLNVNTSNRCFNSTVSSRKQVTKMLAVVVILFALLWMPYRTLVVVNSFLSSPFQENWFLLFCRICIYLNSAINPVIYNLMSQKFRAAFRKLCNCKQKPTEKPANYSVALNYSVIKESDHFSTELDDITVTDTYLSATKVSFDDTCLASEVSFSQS
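Read-out: compound-evoked intracellular calcium rise in TRHR cells, fluo-8 dye, kinetic FDSS fluorescence at 1 s/cycle following a 10-cycle baseline. Cells cultured overnight before dye loading (30 min–1.5 h, RT).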
TRHR enhancer: allosteric enhancers of human TRH receptor | enhancement, % at 2 µM | hit rate 0.66% among 360,000 | AID 493056 | TRHR cells, fluo-8 calcium fluorescence, EC20 TRH enhancement; in the data active = enhancement above about 30%; note: 0% is about no effect
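Enhancer read-out: after compound pinning and an initial kinetic agonist-mode read, an EC20 of TRH (10 nM final) was injected and fluo-8 calcium signal (Ex 480/Em 530) followed at 1 s/cycle for 100 cycles in TRHR-expressing cells.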
RXFP1 antagonist: RXFP1 (human) relaxin receptor antagonism; Q9HBX9; HEK293-RXFP1, relaxin-stimulated cAMP HTRF, 30 min; hits give low values; activity change, negative = inhibition, % at 57.5 µM; hit rate 0.59% among 350,000; AID 1259400;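 active = activity change of -60% or lower, but not beyond a set lower limit; inconclusive = change between -60% and -40%, or beyond the set limit; inactive = change above -40%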; note: % is set by controls: 0 for no effect and ±100 for the full control effect
RXFP1 agonist: activates the human relaxin receptor RXFP1 | Potency, µM (doses to about 57.5 µM), without a hit: at the highest dose activation, usual class: activators | HEK293T-RXFP1 cAMP TR-FRET, 30 min; response scale: percent of porcine relaxin response, buffer zero | Q9HBX9 | hit rate 0.3% among 370,000; note: potency is the fitted concentration of half-maximal effect; % is set by controls: 0 for no effect and ±100 for the full control effect; nearly all actives have a fitted effect of over 60% in size; many of its hits are not listed in these tables
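Agonist response is measured as cAMP accumulation in an RXFP1-transfected HEK293T line under PDE4 inhibition. Values are scaled between buffer-only and 29 nM porcine relaxin, and EC50s come from standard Hill equation fits.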
D1 antag: antagonists of human D1 dopamine receptor | P21728 | HEK293 TREx D1 cells, calcium flux, dopamine EC80; hits give low values | activity change, negative = inhibition, % at 10 µM | hit rate 3.2% among 360,000 | AID 504652; in the data active = activity change below about -30%; note: % is set by controls: 0 for no effect and ±100 for the full control effect
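Cells carrying a force-coupled, tetracycline-inducible human D1 receptor report calcium flux. Each well gets a 10 s baseline, compound with 180 s monitoring, then an EC80 dopamine stimulus with a second 180 s kinetic read.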
An asterisk follows results filed as active; ? = inconclusive; / = not tested or not shown; & = joins results of further samples; [ ] = another dose, or the depositor's remark. Unless noted, calls come from the whole dose curve; as a rule, active = well fitted curve in the direction sought with a large enough effect; inconclusive = small, poorly fitted or top-dose-only effect, or another doubt; inactive = no such curve, though single readings can be large; an effect the other way counts as inactive or inconclusive. Some of the compounds tested; the hit share may differ from the screen's.

SMILES	D1 agonist	Apoferritin bind	D1 PAM	D2 PAM	TRHR ag	TRHR enhancer	RXFP1 antagonist	RXFP1 agonist	D1 antag
CCCOc1ccc(S(=O)(=O)N2CCCC2)cc1[N+](=O)[O-]	2	-15%	-1	12	0.4	-2	4	0.6%	-2
O=S(=O)(c1cccc(Cl)c1Cl)N1CCN(C(=S)NCCCN2CCOCC2)CC1	9	-5%	-11	-2	1.2	-4	-16	-0.2%	-30
CNc1nc(Oc2ccc(C(=O)OC)cc2)nc(SC)n1	-2	-10%	-3	-2	-0.2	-3	-11	0.4%	11
CCN(CC)S(=O)(=O)c1ccc(NCCCn2ccnc2)c([N+](=O)[O-])c1	0	-9%	2	-11	0.0	-18	8	1.2%	-7
COc1ccc(C(CCNC(C)c2ccccc2)C(C)C)cc1 (stereo not given)	14	8%	0	-6	1.2	0	?	-1.4%	4
Cc1ccc(S(=O)(=O)NC(=O)c2cc(C)n(-c3ccccc3)c2C)cc1	7	-10%	2	7	-0.2	1	-3	1.9%	-3
O=[N+]([O-])c1cc(S(=O)(=O)Nc2ccccc2)ccc1-n1nnc2ccccc21	12	?	0	-1	1.5	-5	-8	1.8%	0
CCOc1ccccc1-n1c(COc2ccccc2)nnc1SCC(N)=O	3	-2%	-3	29	0.3	5	-2	0.1%	-3
CN1CCN(/N=C/c2nc(-c3cccc([N+](=O)[O-])c3)n3ccccc23)CC1	3	-1%	0	-1	-0.1	-2	-17	-0.3%	10
CCOc1ccccc1N(C)C(=O)c1cc(S(=O)(=O)NCc2ccc(C)cc2)ccc1F	2	83%[activator]	-3	-5	0.3	-7	-9	-0.1%	-11
COC(=O)C1=CN(c2ccc(F)cc2)C=C(C(=O)OC)C1c1cccc(Br)c1	6	5%	-2	1	-0.3	3	9	2.9%	-22
COc1ccc(OCC(=O)Nc2ccc(S(=O)(=O)Nc3cc(C)on3)cc2)cc1	3	/	9	-5	0.1	0	0	-0.5%	-11
Cn1ccc(-c2ccccc2)n1	3	-10%	-3	-3	-1.2	18	3	0.3%	6
Cc1cc(C)cc(OCc2ccc(C(=O)NC3CCOC3=O)o2)c1 (stereo not given)	5	-16%	3	/	-0.6	13	-1	-0.7%	-2
COc1cccc(OC)c1-c1nn(-c2ncc(C(F)(F)F)cc2Cl)c(=O)o1	1	-1%	-1	10	0.2	-2	-34	0.1%	-16
CCCN1CCN(CCCNC(=O)C2CCCN(c3nc4ccc(OCC)cc4s3)C2)CC1 (stereo not given)	2	12%	-4	/	1.0	23	-9	0.5%	-4
CC(=O)c1ccc(S(=O)(=O)NCCC(=O)N2CCN(c3ccccn3)CC2)cc1	1	/	-6	21	0.3	5	3	-0.5%	19
CCCC(=O)N1CCc2cc(OC)c(OC)cc2C1COc1ccccc1OC (stereo not given)	2&-4	-8%&-2%	-2&-2	10	-0.1&-0.4	12&-2	0	3.5%&-0.3%	-14&-10
CC1CCCN(C(=O)c2ccc3c(=O)n(Cc4ccc5c(c4)OCO5)c(=S)[nH]c3c2)C1 (stereo not given)	0	?	0	7	-0.1	3	-5	0.5%	7
C/C(CC(=O)Nc1ccccn1)=N\NC(=O)c1ccncc1	2	7%	6	-1	1.0	6	/	-0.6%	6
CCCCC(=O)Nc1cnc(NC(=O)c2cccs2)cc1C	3	-7%	-14	5	0.0	-5	-9	1.6%	7
COC(=O)c1nn(-c2ccccc2)nc1-c1nn(-c2ccccc2)nc1C(=O)OC	2	-10%	3	22	-0.3	1	-8	-0.8%	-1
NC(=O)C1CCCN(S(=O)(=O)c2ccccc2)C1 (stereo not given)	-1	0%	2	0	0.0	2	12	-2.1%	-8
COc1ccccc1-c1cc(C(=O)N2CCCCC2)no1	1	-19%	-1	-22	-1.2	-6	2	1.2%	17
C(=N\Nc1nc(N2CCOCC2)nc(N2CCOCC2)n1)/c1ccncc1	3	8%	0	-2	0.5	5	-15	0.8%	6
COc1ccc(CN2C(=O)NC3(CCCCCC3)C2=O)cc1F	3	?	-3	1	-0.4	2	-1	1.3%	7
CCc1cccc(CC)c1NC(=S)NCC(c1cccnc1)N(C)C (stereo not given)	1	-2%	-2	-10	-0.3	-1	-9	-2.0%	-7
Cc1noc(NS(=O)(=O)c2ccc(NC(=O)c3nn(-c4ccccc4)ccc3=O)cc2)c1C	5	-9%	0	12	0.3	-2	13	?	14
CC(C)N(C(=S)NCc1ccccc1)c1ccccc1	4	-14%	3	11	-0.2	-3	-10	-1.7%	2
CCc1ccccc1NC(=O)CCN1C(=O)C2CC=CCC2C1=O (stereo not given)	4	-4%	1	-3	0.3	5	-2	0.1%	-8
CCCCC/C=C\C/C=C\C/C=C\CCCCC(=O)O	-1	-4%	-1	-4	0.3	-1	/	0.8%	36
O=C(N(c1ccccn1)c1ccccn1)C12CC3CC(CC(C3)C1)C2	1	-10%	-3	-5	0.2	-4	6	-1.0%	22
Cc1ccccc1OCCN1C(=O)c2ccccc2C1=O	-2	?	0	-4	-0.1	-4	-14	3.5%	-8
CCN=C1S/C(=C\c2ccc(N3CCOCC3)cc2C)C(=O)N1CC	0	-9%	4	-7	1.3	2	2	2.3%	9
CC(OC(=O)c1cccc([N+](=O)[O-])c1)C(=O)N1CCc2ccccc21 (stereo not given)	3	/	/	3	0.3	-1	-5	1.8%	12
CCC(C)NC(=O)Cn1cccc1C(=O)c1ccccc1 (stereo not given)	3	-11%	-6	10	-0.4	-3	-3	-1.0%	-13
C=CCNC(=S)NN(c1ccccc1)c1ccccc1	-2	-10%	-2	2	-1.1	-1	-2	2.6%	/
CC(=O)Nc1c(OC(C)=O)ccc2c(C)cc(=O)oc12	3	153%[activator]	-5	-9	-0.2	9	7	-0.5%	0
Cn1c2c(c(=O)n(C)c1=O)C(C(F)(F)F)(C(F)(F)F)N=C(C1CCCCC1)N2	7	-6%	-4	1	0.5	1	-5	1.1%	-15
COC(=O)C1C(=O)C(C(=O)c2ccc([N+](=O)[O-])cc2)C(=O)CC1(C)C (stereo not given)	3	-1%	-3	8	0.7	5	1	-2.5%	-16

One compound at a time, as listed above:
O=S(=O)(c1cccc(Cl)c1Cl)N1CCN(C(=S)NCCCN2CCOCC2)CC1 as listed: D1 agonist: 9; Apoferritin bind: -5%; D1 PAM: -11; D2 PAM: -2; TRHR ag: 1.2; TRHR enhancer: -4; RXFP1 antagonist: -16; RXFP1 agonist: -0.2%; D1 antag: -30
C=CCNC(=S)NN(c1ccccc1)c1ccccc1 as listed: D1 agonist: -2; Apoferritin bind: -10%; D1 PAM: -2; D2 PAM: 2; TRHR ag: -1.1; TRHR enhancer: -1; RXFP1 antagonist: -2; RXFP1 agonist: 2.6%; D1 antag: /
COc1cccc(OC)c1-c1nn(-c2ncc(C(F)(F)F)cc2Cl)c(=O)o1 as listed: D1 agonist: 1; Apoferritin bind: -1%; D1 PAM: -1; D2 PAM: 10; TRHR ag: 0.2; TRHR enhancer: -2; RXFP1 antagonist: -34; RXFP1 agonist: 0.1%; D1 antag: -16

(listing goes on)
SMILES	D1 agonist	Apoferritin bind	D1 PAM	D2 PAM	TRHR ag	TRHR enhancer	RXFP1 antagonist	RXFP1 agonist	D1 antag
CC(=O)c1ccc(N2CCN(C(=O)c3ccco3)CC2)c(F)c1	20	-9%	-2	2	0.1	7	-1	0.1%	3
COc1ccc(OC)c2sc(N3CCN(C(=O)C(C)(C)C)CC3)nc12	0	-8%	2	-7	-0.2	-7	/	0.0%	/
Cc1cc(C)c(S(=O)(=O)NCC2CCC(C(=O)NCCCN3CCC(C)CC3)CC2)c(C)c1 (stereo not given)	6	-13%	-8	-7	3.1	-5	-8	-2.1%	-5
CCc1ccc(/C=C/C(=O)c2ccc(S(=O)(=O)N(C)C)cc2)cc1	50*	-15%	0	-4	-0.3	-1	-13	0.8%	-62*
O=[N+]([O-])c1ccc(CN2CCN(c3ccccc3Cl)CC2)o1	3	-1%	-4	-10	0.5	-8	-2	0.1%	-13
CCOC(=O)c1ccc(NS(=O)(=O)c2cc(-c3nnnn3CC)ccc2OC)cc1	0	-13%	-1	8	0.1	-10	-5	-0.4%	1
CCCNS(=O)(=O)c1ccc(CCC(=O)NCc2ccco2)cc1	2	7%	-1	-2	0.7	7	-9	0.1%	-2
O=C(NCC1CCCO1)c1nc(Cn2ccc([N+](=O)[O-])n2)no1 (stereo not given)	4	4%	6	1	1.6	-5	7	3.7%	-6
CCCCC(Nc1ncnc2ccccc12)C(=O)O (stereo not given)	2	-14%	0	1	0.0	1	-1	1.2%	4
Cc1c(C(=O)Nc2cccc(Cl)c2)sc2nc3n(c(=O)c12)N=C(c1cccc(Br)c1)CS3	2	-11%	-1	-7	0.2	22	-2	15%	4
Cc1ccc(/C=C2/SC(=S)N(C3CCCCC3)C2=O)o1	6	-6%	-8	-9	0.9	1	-20	3.5%	4
C=CCn1c(SCC(=O)c2c(N)n(C3CC3)c(=O)[nH]c2=O)nnc1-c1ccccc1OC	3	/	-7	10	0.3	-1	18	0.7%	-1
CCCCC(=O)Nc1ccc2c3c(cccc13)CC2	0	?	1	2	-1.0	-3	16	-0.6%	5
Cc1ccc2nc(/C(C#N)=N/O)[nH]c2c1	2	2%	-1	/	2.3	0	8	-0.1%	4

Entries above containing a thiophene ring, fused or not:
SMILES	D1 agonist	Apoferritin bind	D1 PAM	D2 PAM	TRHR ag	TRHR enhancer	RXFP1 antagonist	RXFP1 agonist	D1 antag
CCCCC(=O)Nc1cnc(NC(=O)c2cccs2)cc1C	3	-7%	-14	5	0.0	-5	-9	1.6%	7
Cc1c(C(=O)Nc2cccc(Cl)c2)sc2nc3n(c(=O)c12)N=C(c1cccc(Br)c1)CS3	2	-11%	-1	-7	0.2	22	-2	15%	4

From PubChem
